GAA glycogen mod – GAA glycogen-cleavage inhibition or activation | actives 0.38% (n = 300,000) | P10253 | Potency, µM (titrated, usually from 76.4 µM), for inactives: top-dose activity change, negative = inhibition, usual class: inhibitors | AID 2100 | recombinant GAA, glycogen substrate, Amplex Red glucose oxidase fluorescence;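 note: 0% = full enzyme reaction and -100% = no-enzyme basal signal; the screen sought inhibitors and activators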
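Recombinant human enzyme (4 nM); glycogen substrate; 37 C, 40 min, pH 5.0. Readout: coupled glucose oxidase/Amplex Red fluorescence.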
Tau ThT inhib – blocks human tau fibril formation measured by thioflavin T | Potency, µM (titrated, usually from 57.4 µM), without a hit: top-dose activity, negative = inhibition, hits mostly inhibitors | recombinant tau K18 P301L, heparin-induced fibrillization, ThT fluorescence | actives 2.1% (n = 270,000) | P10636; note: % is set by controls: 0 for no effect and ±100 for the full control effect; nearly all actives have a fitted effect of over 55% in size
Target sequence (P10636 561-689 P618L limits assumed): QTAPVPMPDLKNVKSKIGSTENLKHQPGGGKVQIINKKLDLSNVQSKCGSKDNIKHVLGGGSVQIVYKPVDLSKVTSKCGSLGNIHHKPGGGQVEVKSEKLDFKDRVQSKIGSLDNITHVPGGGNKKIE
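Recombinant human tau K18 fragment […] carrying P301L, 15 uM unlabeled plus 0.24 uM Alexa 594-labeled, was fibrillized with 20 uM heparin in 100 mM sodium acetate pH 7 for 6 hr at 37 C; 30 uM ThT fluorescence read after 1 hr.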
Tau FP inhib – inhibitors of human tau fibril formation. K18 P301L tau heparin fibrillization, Alexa594 FP, 6 h. Potency, µM (highest dose often 57.7 µM), for inactives: top-dose activity, negative = inhibition, hits mostly inhibitors. actives 0.39% (n = 280,000); note: % is set by controls: 0 for no effect and ±100 for the full control effect; nearly all actives have a fitted effect of over 55% in size
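Heparin (20 uM) drove fibril formation of recombinant tau K18 P301L, 15 uM unlabeled with 0.24 uM Alexa 594 label, for 6 hr at 37 C in 100 mM sodium acetate pH 7. Fluorescence polarization (555/632 nm) read 1 hr after 30 uM ThT.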
aGal spleen mod – alpha-galactosidase A (human) modulation. P06280. human spleen homogenate, 4MU-alpha-Gal fluorescence, 40 min. Potency, µM (doses to about 80 µM), inactives show top-dose activity change, negative = inhibition, hits mostly inhibitors. actives 0.008% (n = 240,000). AID 2107;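 note: 0% = enzyme with vehicle and -100% = no enzyme basal signal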
Target sequence (P06280 32-429 limits assumed): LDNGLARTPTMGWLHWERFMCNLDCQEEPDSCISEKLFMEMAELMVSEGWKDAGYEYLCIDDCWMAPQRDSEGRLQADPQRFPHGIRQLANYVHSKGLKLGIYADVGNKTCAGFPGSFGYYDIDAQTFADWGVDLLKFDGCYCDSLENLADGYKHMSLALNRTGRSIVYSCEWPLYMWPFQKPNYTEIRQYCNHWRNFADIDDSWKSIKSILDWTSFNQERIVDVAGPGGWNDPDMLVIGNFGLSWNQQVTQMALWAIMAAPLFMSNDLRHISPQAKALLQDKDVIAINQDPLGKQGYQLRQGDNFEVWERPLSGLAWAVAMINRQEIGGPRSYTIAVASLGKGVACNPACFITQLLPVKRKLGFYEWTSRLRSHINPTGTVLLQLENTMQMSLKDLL
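qHTS titration in buffer at pH 5.0. Alpha-galactosidase activity in spleen homogenate was measured via 4-methylumbelliferone release from 1 mM fluorogenic substrate after 40 min at 37C and a pH 10 stop. AC50 came from Hill fits of control-normalized data.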
HTT ATP protect – cytoprotection in Huntington HTT-Q103 PC12 cell model | PC12 HTT-Q103 induced, cytoprotection, ATP luminescence, 40 h | Potency, µM (doses to about 56.4 µM), without a hit: cytoprotection (ATP increase), usual class: activators | actives 0.14% (n = 230,000) | AID 1471;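 note: % of control where 0% means no effect; nearly all actives have a fitted effect of over 45% in size; toxic huntingtin expression switched on by the ecdysone agonist tebufenozide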
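Compounds added alongside 100 nM tebufenozide, which induces toxic Q103 huntingtin exon 1-GFP in stable PC12 cells; surviving cells quantified by luminescent ATP measurement. Medium: phenol red-free DMEM, 5% equine and 5% calf serum.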
aGlu spleen mod – inhibitors or activators of human alpha-glucosidase in spleen homogenate; human spleen homogenate, 4-MU-alpha-glucoside fluorescence; AID 2112; P10253; Potency, µM (series often up to 79.9 µM), for inactives: at the highest dose activity change, negative = inhibition, most hits filed as inhibitors; actives 0.006% (n = 240,000);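 note: 0% = enzyme with vehicle and -100% = no enzyme basal signal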
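Enzyme source: human spleen homogenate, 1 ug/well. Buffer 50 mM citric acid/K phosphate pH 5.0, 0.01% Tween-20. 4-MU-alpha-glucoside 1 mM; 37 C x 40 min; NaOH/glycine stop; fluorescence.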
GAA inhib – alpha-glucosidase (human) inhibition | actives 0.005% (n = 200,000) | AID 1466 | P10253 | purified human GAA, 4-MU-alpha-glucoside fluorescence | Potency, µM (series often up to 76.9 µM), for the others: top-dose activity change, negative = inhibition, actives largely listed as inhibitors;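 note: plate controls were uninhibited enzyme wells for no effect and no-enzyme background for full effect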
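Enzyme (4 nM final) mixed with compound (up to 77 uM), then 4-MU-alpha-D-pyranoside (400 uM final) added; 20 min at room temperature, pH 5.0. Reaction stopped at pH 10, fluorescence read, AC50 derived by Hill fit.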
Tau fluor cs – counter-screen for tau fibril formation inhibitors | AID 1463 | tau K18 P301L Alexa594 fluorescence, heparin fibrillization | Potency, µM (titrated, usually from 57.7 µM), without a hit: at the highest dose activity change, negative = decrease | actives 0.93% (n = 280,000); note: % is set by controls: 0 for no effect and ±100 for the full control effect; nearly all actives have a fitted effect of over 55% in size
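Human tau K18 P301L (15 uM unlabeled, 0.24 uM Alexa 594-labeled) in 100 mM sodium acetate pH 7 with 20 uM heparin, 6 hr at 37 C. ThT 30 uM added, 1 hr ambient; Alexa 594 FP and total fluorescence read at 555/632 nm.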
* hit, by the source's call; ? = inconclusive; . = no result given; & = joins results of further samples; [ ] = dose if it differs, or a comment. Calls come from the whole dose curve; as a rule, active = well fitted curve in the direction sought with a large enough effect; inconclusive = small, poorly fitted or top-dose-only effect, or another doubt; inactive = no such curve, though single readings can be large; an effect the other way counts as inactive or inconclusive. Potency is the fitted concentration of half-maximal effect.

SMILES | GAA glycogen mod | Tau ThT inhib | Tau FP inhib | aGal spleen mod | HTT ATP protect | aGlu spleen mod | GAA inhib | Tau fluor cs
CCOC(=O)c1cc(-c2ccccc2)n[nH]1 | 3% | -10% | 2% | -5% | -2%[10 µM] | -3% | . | -5%
COC(=O)c1cc(S(=O)(=O)NCC2CCN(Cc3cccc(F)c3)CC2)cn1C | 4%[76.3 µM] | -17% | -4% | . | . | . | . | -22%
CC(C)c1ccc(S(=O)(=O)c2n[nH]n3c2nc(=O)c2ccccc23)cc1 | 0% | -20% | 2% | 3% | 5%[10 µM] | 1% | 14% | -3%
COc1ccc(-c2c3c(=O)n(C)c(=O)n(C)c3cn2Cc2cccnc2)cc1 | 5% | ? | -5% | 1% | 7%[0.074 µM] | -2% | -3% | -17%
Cc1ccc(S(=O)(=O)NC(=O)Nc2cc(C(C)(C)C)on2)cc1 | -2% | -1% | -2% | 2% | 1%[10 µM] | -5% | ? | -6%
COc1cccc(NC(=O)Nc2ccc(Cc3ccncc3)cc2)c1 | -3% | -2% | ? | 3% | -35%[10 µM] | 3% | ? | 16µM*[quencher]
COc1cccc(/C=C/C(=C2/C(=O)N(c3ccccc3)N=C2C)c2ccc(Br)cc2)c1OC | 7% | ? | 2% | -12% | -29%[10 µM] | -8% | ? | -22%
COc1ccccc1NC(=S)N1CCNC(=O)C1CC(=O)Nc1cccc(C)c1 (configuration not stated) | -2% | 6% | -12% | 6% | 3%[10 µM] | -1% | . | -9%
COc1ccc(O)c(C(=O)c2cc(C#N)c(=O)n(-c3ccc(Cl)cc3)c2)c1 | -10% | . | 6% | -3% | 5%[10 µM] | -11% | . | -21%
CSCCC(=O)N1CCCC(CNC(=O)c2ccccc2Cl)C1 (configuration not stated) | 21% | 2% | 10%[2.34 µM] | 2% | 2.8µM* | 6% | 0% | 9%[2.34 µM]
CCOC(=O)C(Sc1nnc(-c2ccncc2)o1)C(C)=O (configuration not stated) | 0% | ? | -10% | -3% | 7%[1.9 µM] | 4% | -1% | -10%
N#Cc1ccc(C23CC4(C2)[C@H](CN(Cc2cccnc2)[C@@H]4c2ccccc2)C3c2ccccc2)cc1 (some centres not stated) | 2% | -11%&-2% | 1%&1% | 2%&7% | -49%[inhibitor] | 0%&-1% | . | -2%&14%
CCN1CCCC1CNCc1ccc(Cl)cc1Cl (configuration not stated) | -6% | 5% | 3% | -2% | -7% | -1% | -2% | 12%
Cc1ccc(NC(=O)/C(=C\c2cccc(Br)c2)NC(=O)c2ccco2)cc1 | 4% | -12% | 1% | 4% | -4% | 3% | -11% | -10%
Cc1ccc(CNC(=O)C2CCC(CNc3c(N4CCOCC4)c(=O)c3=O)CC2)cc1 (configuration not stated) | 7% | 6% | 3% | 4% | -2% | 2% | 0%[15.4 µM] | 5%
CCCCCC/C(=N\NS(C)(=O)=O)c1ccccc1 | 7% | -8% | -1% | 4% | 0% | 5% | -12% | -23%
CC(NC(=O)c1cccnc1)C(c1cccs1)N1CCOCC1 (configuration not stated) | 12% | -9% | 4% | -21% | 12%[10 µM] | -8% | 1% | -4%
Nc1ccc(Oc2c(Cl)cccc2Cl)nc1 | 1% | -4% | -2% | -4% | 1%[10 µM] | 5% | . | -9%
O=C1[C@@H]2[C@@H]3C[C@@H]([C@H]4ON=C(c5ccc(Cl)cc5Cl)[C@@H]34)[C@@H]2C(=O)N1C1CCCCC1 | -2% | 3% | 3% | 4% | 20%[10 µM] | -13% | 2% | -3%
Cc1cccc(N2CC(c3nc4ccccc4n3C)CC2=O)c1C (configuration not stated) | -3% | -3% | 2% | 3% | -5% | -6% | -7% | -3%
O=C(c1ccc2c(c1)OCCCO2)c1cccs1 | 3% | -10% | -4% | 2% | -74%[inhibitor][10 µM] | 0% | -3% | -6%
Nc1c(C(=O)Nc2cccc(C(F)(F)F)c2)c2ccccn2c1C(=O)c1ccccc1 | 17%[76.3 µM] | 10% | -18% | . | . | . | . | -10%
Cn1c(=O)n(C)c2cc(NS(=O)(=O)c3ccc(Cl)s3)ccc21 | 2% | 3% | 6% | -4% | -28% | 3% | 6% | 1%
Cc1cc2c3c(c1)C1(SCC(=O)N1c1ccc(F)cc1)C(=O)N3C(C)(C)CC2C (configuration not stated) | 4% | -14% | 9% | 5% | ? | 6% | 3% | -6%
O=C(NC(=S)Nc1ccccc1O)c1ccc(-c2ccc(Cl)cc2)o1 | -18% | ? | ? | -2% | -61%[inhibitor] | 0% | -8% | ?
COc1cccc(/C=N/NC(=O)CNC(=O)COc2ccccc2)c1O | 7% | -21% | -6% | 0% | -5%[10 µM] | -2% | . | -17%
Cc1sc2nc(C(C)Sc3n[nH]c(N)n3)[nH]c(=O)c2c1C (configuration not stated) | 0% | ? | -5% | 3% | -26% | -14% | -3% | -10%
O=C(Nc1ncccn1)C1CCCCC1 | -7% | -1% | 3% | 0% | -2%[10 µM] | 3% | 9% | 1%
CC(=O)n1c2c(c3ccccc31)OC(N)=C(C#N)C2c1ccc(C(C)C)cc1 (configuration not stated) | -1% | -5% | ? | 1% | -31% | -7% | -8% | ?
O=C(COc1ccc(-c2nnco2)cc1)N1CCN(S(=O)(=O)c2ccc3ccccc3c2)CC1 | -19% | 6% | 0% | 5% | -3% | -12% | ? | -4%
CC(C)(C)C(=O)Nc1nc(-c2ccccc2)ns1 | -1% | -15% | -8% | 5% | 5%[1.9 µM] | -14% | -8% | -17%
COc1ccccc1C(=O)NCC1CCN(c2ccc(S(=O)(=O)N3CCOCC3)cc2)CC1 | -2% | -16% | 3% | 6% | -11% | -8% | -7% | -17%
CCOc1ccc(Oc2nc(NCC(C)C)nc(N3CCOCC3)n2)nn1 | 16%[76.3 µM] | -4% | -13% | . | . | . | . | -7%
O=C1NC(=Nc2cccc(Cl)c2)SC1Cc1cccc(Cl)c1Cl (configuration not stated) | 0% | 7% | ? | 6% | -29% | 5% | -9% | -6%
COc1ccc(Cl)cc1S(=O)(=O)NCc1cccs1 | -18% | -8% | -5% | 4% | -1% | -5% | 3% | -4%
COc1cccc(C(=O)NC(C)C(c2cccs2)N2CCOCC2)c1 (configuration not stated) | -7% | -10% | 1% | -8% | 15%[10 µM] | -3% | 5% | 5%
CCCOc1ccccc1C1NC(=O)NC(C)=C1C(=O)OCc1ccccc1 (configuration not stated) | -18% | 7% | -1% | 9% | 3%[10 µM] | 0% | 2% | 7%
COc1ccc(C2c3[nH]c4ccccc4c3CCN2C(=O)Cc2nonc2C)c(F)c1 (configuration not stated) | -20% | -9% | 10% | -4% | 34%[10 µM] | 4% | . | -23%
CC(=O)c1coc2ccc(OCC(=O)O)cc12 | 1% | 1% | 0% | -3% | -3%[10 µM] | -14% | -14% | -3%
Cc1cccc(NC(=O)CCN2C(=O)C3C4CCC(C4)C3C2=O)c1C (configuration not stated) | 7% | -8% | 1% | 4% | -8% | -1% | -6% | -19%
CCOC(=O)Cn1c(=N)n(Cc2ccccc2F)c2ccccc21 | 3% | 0% | 1% | -5% | 10% | -9% | -2% | -7%
O=[N+]([O-])c1ccc(C2=Nc3cc(Cl)ccc3OC2)cc1 | 7% | ? | 0% | 1% | -13% | 2% | -13% | ?
Cn1c(=O)c2c(nc(N3CCN(c4ccccn4)CC3)n2Cc2ccccc2Cl)n(C)c1=O | -1% | -14% | 3% | -8% | -23% | -6% | ? | -5%
Cc1ccc2nc(NC(=O)c3ccc(-c4nc5ccccc5s4)s3)sc2c1 | 1% | ? | -4% | 1% | . | 0% | -3% | -10%
Cc1cc2c(cc1C)C(c1ccsc1)CC(=O)N2 (configuration not stated) | 4% | 1% | 7% | 3% | ? | . | 1% | -8%
CC(=O)c1cccc(NC(=O)C2CCN(C(=O)c3cnn(-c4ccccc4)c3-n3cccc3)CC2)c1 | -8%[76.3 µM] | -6% | -2% | . | . | . | . | -16%
O=C(O)c1ccc(CSCc2c(F)cccc2Cl)o1 | 2% | 1% | -3% | -12% | 9% | -4% | -2% | -5%
N#Cc1c2c(c(-c3ccco3)[nH]c1=O)CCCC2 | 17% | -8% | 5% | 9% | 2% | 2% | -8% | 1%
O=C(CSc1ccc2c(c1)OCCO2)NCCc1ccc(Cl)cc1Cl | -1% | ? | 5% | -7% | -10%[10 µM] | -9% | 5% | -23%
CCC(Oc1ccc2c(c1)C(=O)CC(C)(C)O2)C(=O)NCCN1CCCCCC1 (configuration not stated) | 30% | -17% | -5% | 15% | -1%[10 µM] | 1% | 8% | 1%

Looked up one by one from the list above, 2 records:
SMILES | GAA glycogen mod | Tau ThT inhib | Tau FP inhib | aGal spleen mod | HTT ATP protect | aGlu spleen mod | GAA inhib | Tau fluor cs
Cn1c(=O)c2c(nc(N3CCN(c4ccccn4)CC3)n2Cc2ccccc2Cl)n(C)c1=O | -1% | -14% | 3% | -8% | -23% | -6% | ? | -5%
N#Cc1c2c(c(-c3ccco3)[nH]c1=O)CCCC2 | 17% | -8% | 5% | 9% | 2% | 2% | -8% | 1%

Compound profiles, from the list above.
O=C(O)c1ccc(CSCc2c(F)cccc2Cl)o1 as listed: GAA glycogen mod: 2%; Tau ThT inhib: 1%; Tau FP inhib: -3%; aGal spleen mod: -12%; HTT ATP protect: 9%; aGlu spleen mod: -4%; GAA inhib: -2%; Tau fluor cs: -5%
Cn1c(=O)c2c(nc(N3CCN(c4ccccn4)CC3)n2Cc2ccccc2Cl)n(C)c1=O as listed: GAA glycogen mod: -1%; Tau ThT inhib: -14%; Tau FP inhib: 3%; aGal spleen mod: -8%; HTT ATP protect: -23%; aGlu spleen mod: -6%; GAA inhib: ?; Tau fluor cs: -5%
Cc1ccc2nc(NC(=O)c3ccc(-c4nc5ccccc5s4)s3)sc2c1 as listed: GAA glycogen mod: 1%; Tau ThT inhib: ?; Tau FP inhib: -4%; aGal spleen mod: 1%; HTT ATP protect: .; aGlu spleen mod: 0%; GAA inhib: -3%; Tau fluor cs: -10%
